# HT1080 IDH1KD tx: toxicity to HT-1080 IDH1 knockdown cells (counter line) | AID 686971 | HT-1080 IDH1 knockdown viability, ATP luminescence, 48 h | hit rate 2% among 360,000 | Potency, µM (doses to about 46.1 µM), for the others: top-dose activity, negative = toxicity, hits mostly cytotoxic;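 further: potency means the concentration at half of the fitted maximal effect; 0% = DMSO wells and -100% = cell-free medium wells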
#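 After a 2 h attachment period, IDH1KD HT-1080 cells took pin-transferred compound for 48 h at 37 °C; ATP-based luminescence after 10 min room-temperature reagent incubation reported viability.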
# HT1080-NT tox: kills 2HG-producing HT-1080-NT fibrosarcoma cells; HT-1080-NT fibrosarcoma viability, CellTiter-Glo ATP luminescence, 48 h; Potency, µM (highest dose often 46.1 µM), for inactives: at the top dose activity, negative = less viability, most hits filed as cytotoxic; hit rate 1.6% among 360,000; AID 686970;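 further: NT is the 2HG producing partner of a matched IDH1 knockdown line; potency means the concentration at half of the fitted maximal effect; 0% = DMSO-treated cells and -100% = media-only wells without cells; nearly all actives have a fitted effect of over 55% in size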
#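 Toxicity toward the 2HG-producing NT line was scored as %Activity, normalised to DMSO and no-cell wells, from CellTiter-Glo luminescence after 48 hours' treatment.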
# ATXN viability: viability counter-screen for ATXN expression inhibitors; Potency, µM (doses to about 56.7 µM), most hits filed as cytotoxic; hit rate 0.49% among 400,000; S2 cells (HEK-293 line with an ATXN2-luciferase reporter) viability, CellTiter-Fluor protease fluorescence, 24 h; AID 651635; further: potency means the concentration at half of the fitted maximal effect; nearly all actives have a fitted effect of over 40% in size
# ATXN2 expr inh: inhibitors of ATXN2 expression | HEK-293 ATXN2-luciferase reporter, luminescence, 24 h | hit rate 0.72% among 360,000 | Potency, µM (titrated, usually from 57 µM), for inactives: top-dose activity change, negative = inhibition, usual class: inhibitors; further: potency means the concentration at half of the fitted maximal effect; on the % scale 0 is the no-effect control and ±100 the full control effect; nearly all actives have a fitted effect of over 55% in size
#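 ATXN2-luciferase reporter cells (luciferase flanked by upstream and downstream ATXN2 gene portions) were treated 24 h at 37 °C with compounds at up to 57 uM. SteadyGlo luminescence gave expression; GF-AFC fluorescence gave viability.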
# KB-V1 MDR tox: kills drug-selected multidrug resistant KB-V1 cells | KB-V1 MDR cells viability, CellTiter-Glo, 72 h | Potency, µM (titrated, usually from 46.1 µM), inactives show at the top dose activity change, negative = cytotoxicity, hits mostly cytotoxic | hit rate 3.4% among 400,000 | AID 1347076; further: potency means the concentration at half of the fitted maximal effect; on the % scale 0 is the no-effect control and ±100 the full control effect; nearly all actives have a fitted effect of over 60% in size
#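 Luminescent ATP read-out (CellTiter-Glo, 10 min) measures survival of drug-selected KB-V1 MDR cells after 72 h, 37 degrees C compound exposure. Medium: phenol-red-free DMEM, 10% FBS. Values from fitted concentration-response curves.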
# SW480 rereplic: inducers of DNA re-replication in SW480 colon cancer cells | AID 624297 | Potency, µM (titrated, usually from 46.1 µM), for inactives: at the highest dose re-replication activation, actives largely listed as activators | hit rate 1.8% among 340,000 | SW480 DNA re-replication, Hoechst DNA content imaging, 48 h; further: potency means the concentration at half of the fitted maximal effect; % of control where 0% means no effect; nearly all actives have a fitted effect of over 55% in size
#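 Quantitative HTS format with DMSO vehicle controls; 48 hr drug incubation at 37 C, then 40 min Hoechst staining and scanning imager measurement at 405 nm excitation.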
# IL-1B inflam inh: blocks inflammasome-driven IL-1 beta release. THP-1 LPS/ATP IL-1B secretion, AlphaLISA, 16 h; stronger effect = lower value. activity change, % at 57.5 µM. hit rate 4.7% among 360,000. AID 743279; in the data active means activity change below about -50%; inconclusive means mostly about -30% to -49%; further: on the % scale 0 is the no-effect control and ±100 the full control effect
#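 THP-1 cells pretreated 1 hr with compounds (up to 57.5 uM final), then stimulated with LPS (250 ng/mL final) plus ATP (1.25 mM final); secreted IL-1B measured by AlphaLISA after 16 hr, decreased signal indicating inhibition.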
# KB-3-1 cytotox: kills parental KB-3-1 adenocarcinoma cells; KB-3-1 viability, CellTiter-Glo ATP luminescence, 72 h; Potency, µM (highest dose often 46.1 µM), without a hit: at the top dose activity change, negative = cytotoxic, actives largely listed as cytotoxic; hit rate 1.4% among 400,000; AID 1347075; further: potency means the concentration at half of the fitted maximal effect; on the % scale 0 is the no-effect control and ±100 the full control effect; nearly all actives have a fitted effect of over 60% in size
#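 Cells are dispensed, compounds pinned in, plates held at 37 °C for 72 h, then CellTiter-Glo is added and luminescence read after 10 minutes. Cell line: parental KB-3-1 in phenol-red-free DMEM, 10% FBS.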
# MCF10A rerep: inducers of DNA re-replication in MCF 10A breast cells | MCF 10A DNA re-replication, Hoechst nuclear intensity, 48 h | Potency, µM (doses to about 46.1 µM), without a hit: at the highest dose activity, positive = re-replication, actives largely listed as activators | hit rate 2.9% among 350,000; further: potency means the concentration at half of the fitted maximal effect; % of control where 0% means no effect; nearly all actives have a fitted effect of over 50% in size
# Numbers without * were called inactive; i = inactive; ? = inconclusive; . = no result given; & = joins results of further samples; [ ] = another dose, or the depositor's remark. Unless noted, the call rests on the fitted dose curve; in most records, active means well fitted curve in the direction sought with a large enough effect; inconclusive means small, poorly fitted or top-dose-only effect, or another doubt; inactive means no such curve, though single readings can be large; an effect the other way counts as inactive or inconclusive.
SMILES,HT1080 IDH1KD tx,HT1080-NT tox,ATXN viability,ATXN2 expr inh,KB-V1 MDR tox,SW480 rereplic,IL-1B inflam inh,KB-3-1 cytotox,MCF10A rerep
CCN(CC)S(=O)(=O)c1cccc(-c2nnc(SCC(N)=O)n2N)c1,7%,12%,i,7%,16%,-21%,-1,-16%,0%
CC(C)(C)NS(=O)(=O)c1ccc(NC(=O)NC2CCCCC2)cc1,?,-23%,i,14%,?,28%,-7,13%,4%
O=C(O)COc1ccc2c(c1)OCCO2,13%,22%,?,-6%,26%,2%,13,11%,-2%
CCOC(=O)c1ccc(NS(=O)(=O)c2cccc3nsnc23)cc1,2%,-2%,i,-12%,-2%,-4%,13,-4%,5%
CCN(c1ccccc1)S(=O)(=O)c1ccc(C(=O)NCC(c2cccs2)N(C)C)cc1 (stereo not given),-3%,-4%,i,-12%,?,-1%,23,-20%,13%
Cc1nnc(NC(=O)CSc2nnc(CNC(=O)c3ccccc3F)n2C(C)C)s1,-2%,0%,i,1%,18%,1%,3,0%,?
CC(O)(c1cccnc1)c1nc(-c2ccc(F)c(Cl)c2)cs1 (stereo not given),?,?,i,-22%,-1%,.,22,0%,.
O=Cc1cccn1-c1ccccc1,-9%,0%,i,1%,7%,-4%,-2,3%,-2%
CC(C)c1ccc(/C=N/n2c(-c3ccccc3)n[nH]c2=S)cc1,-3%,1%,i,.,-3%,-10%,12,4%,20%
CCC(Oc1ccccc1)C(=O)Nc1ccc2oc(-c3ccc(OC)cc3)nc2c1 (stereo not given),.,.,i,14%,0%,.,.,-18%,.
OCC[C@@H]1C[C@@H](O)[C@H](O)[C@]2(CCc3ccccc3CO2)O1,0%,0%,i,7%,6%,-7%,29,6%,-12%
CCCCCCCCN1C(=O)[C@H](CC(=O)NCCCOC)C[C@@]2(C(=O)OC)CCCCC=C12,-16%,-13%,?,?,1%,.,-6,-3%,.

# Individual results from the results shown.
# Under KB-3-1 cytotox, CC(O)(c1cccnc1)c1nc(-c2ccc(F)c(Cl)c2)cs1 (stereo not given) shows 0%
# Under HT1080 IDH1KD tx, CCCCCCCCN1C(=O)[C@H](CC(=O)NCCCOC)C[C@@]2(C(=O)OC)CCCCC=C12 shows -16%
# Under HT1080-NT tox, O=Cc1cccn1-c1ccccc1 shows 0%

# The listing continues.
SMILES,HT1080 IDH1KD tx,HT1080-NT tox,ATXN viability,ATXN2 expr inh,KB-V1 MDR tox,SW480 rereplic,IL-1B inflam inh,KB-3-1 cytotox,MCF10A rerep
C[C@@H]1CN([C@H](C)CO)S(=O)(=O)c2ccc(Br)cc2O[C@@H]1CN(C)C(=O)Nc1ccc(C(F)(F)F)cc1,?,?,22µM*,?,?,.,-70*,?,.
O=C1C=CC2=C3c4cc(O)c(O)cc4CC3(O)COC2=C1O (stereo not given),-17%,-26%,i,-7%,5%,-65%,-3,-1%,-2%
COc1ccccc1NC(=O)c1ccc(S(=O)(=O)NCc2ccco2)cc1,-16%,5%,i,3%,-12%,-24%,-21,-2%,1%
COc1ccccc1OCCNS(=O)(=O)c1ccc2oc3ccccc3c2c1,-16%,-16%,i,-15%,-3%,1%,-11,-11%,22%
CC(C)C(NC(=O)C1CCCCC1)C(=O)Nc1ccc2c(c1)OCCO2 (stereo not given),8%,1%,i,28%,-10%,2%,-9,2%,-189%[0.0737 µM]
O=C(C[C@H]1C(=O)N(Cc2ccccc2)C[C@@H]1Cc1ccccc1)Nc1ccc(Br)cc1,?,?,?,?,?,.,-12,-3%,.
O=S(=O)(NCC1CC1)c1cccc(S(=O)(=O)N2CCCC2)c1,-5%,-1%,i,-10%,-14%,2%,-7,-3%,0%
CCCCNC(=O)c1c(N)[nH]c(C(=O)c2ccccc2)c1-c1ccccn1,-2%,-3%,?,18%,21µM*,.,-1,?,.
CC(C)Sc1nc2c(c(=O)[nH]c(=O)n2C)n1Cc1ccc(Cl)cc1,-20%,-23%,i,-7%,0%,-2%,-7,-21%,5%
COc1ccccc1N1CCN(C2=Nc3cccc4cccc2c34)CC1,13µM*,?,?,29%[11.3 µM],12%,?,-56*,?,-2%
CCN(CC)CCN(C(=O)CCS(=O)(=O)c1ccccc1)c1nc2cc(OC)c(OC)cc2s1,13%,6%,?,3%,3%,-1%,8,-12%,6%
FC(F)(F)C(F)(F)c1nc2nc(Cl)c(Cl)nc2[nH]1,?,-16%,i,.,-5%,.,52,0%,.
COc1cccc(-c2n[nH]nc2C2=CC(=O)C[C@H](c3ccc(F)cc3)C2)c1,-14%,-6%,i,0%,-5%,.,?,-7%,.
COc1cccc(C(O)c2nccn2Cc2ccccc2)c1OC (stereo not given),5%,12%,i,.,0%,-3%,-6,-3%,-3%
N=C1/C(=C/c2cccn2Cc2ccc(F)cc2)C(=O)N=C2SC=CN12,1%,-2%,i,-26%,-3%,6%,0,-4%,4.6µM*
CCCCCc1cc(O)c2c(C)cc(=O)oc2c1,?,-29%,?,?,?,-2%,-25,?,?
CCn1c(=O)c(C(=O)CN(C)Cc2ccc(F)cc2)c(N)n(Cc2ccccc2)c1=O,-17%,-22%,i,-7%,?,-1%,-63*,-6%,0%
c1ccc(-c2ccc(OCCCn3cncn3)cc2)cc1,-29%,-9%,i,41%[activator],0%,12%,-23,-1%,-46%[inhibitor]
Cc1ccccc1-c1cc2nc(Oc3ccc4c(c3)OCO4)n(C)c(=O)c2s1,0%,5%,?,8%,?,.,?,7%,.
CCCCc1nnc(NC(=O)CSCc2cc(=O)n3cc(C)sc3n2)s1,-6%,-3%,i,-5%,-6%,0%,-6,-6%,0%
COc1ccc(-c2csc(N(Cc3ccco3)C(=O)c3cccs3)n2)cc1,-5%,-7%,i,.,?,-1%,0,-21%,3%
O=C(O)c1cc(N2C(=O)C3CCCCC3C2=O)ccc1NCc1cccnc1 (stereo not given),2%,-8%,i,-2%,-11%,4%,-19,-1%,10%
Cn1c(N)c(C(=O)COC(=O)C2(c3ccccc3F)CCCC2)c(=O)n(C)c1=O,-13%,-14%,i,-11%,-14%,-3%,-4,-7%,-2%
S=C(NCc1ccco1)Nc1ccc(Br)cn1,17%,13%,?,-9%,12%,-5%,56,-3%,1%
CCCNC(=S)N(Cc1ccccc1)Cc1nc2ccccc2c(=O)[nH]1,0%,-2%,i,7%,5.2µM*,-106%[inhibitor],-4,?,-3%
O=C(NNC(=S)Nc1ccccc1)C1CC1,19%,0%,i,-1%,-4%,17%,13,-2%,-1%
Cc1ccccc1CN1[C@@H](C(C)C)COCCS1(=O)=O,-5%,-5%,i,-8%,10%,-10%,7,-12%,-13%
O=C(COc1ccccc1)NCC(=O)NC1=NCCS1,13%,13%,i,6%,5%,0%,36,6%,2%
CCN(CC)c1ncnc2c1ncn2[C@H]1CN(Cc2cccnc2)C[C@@H](CO)O1,2%,?,i,1%,3%,.,-57*,0%,.
CCOC(=O)NS(=O)(=O)c1ccc(CCNC(=O)c2cc(C)on2)cc1,9%,1%,i,7%,-1%,-2%,31,-3%,-4%
COc1cc(C(=O)N2CCNC(=O)C2CC(=O)Nc2ccc(C)c(C)c2)cc(OC)c1OC (stereo not given),.,.,i,9%,?,.,.,9%,.
O=C(C1CCN(S(=O)(=O)c2ccc(Br)s2)CC1)N1CCCCC1,-9%,-11%,i,-26%,-27%,-9%,-6,-15%,10%
Cc1cc(Cl)n2c(nc3cc(F)c(F)cc32)c1C#N,5.2µM*,5.8µM*,?,?,5.8µM*,6.5µM*,-101*,7.3µM*,?
c1ccc2nc3c(nc2c1)CCCC3,-2%,5%,?,.,25%,-7%,17,4%,5%
CC(OC(=O)CNC(=O)c1ccco1)C(=O)Nc1ccc(Cl)cn1 (stereo not given),6%,5%,i,0%,-2%,-3%,12,-1%,2%
O=S1(=O)CCOC[C@H](CC2CCCCC2)N1Cc1ccccc1Br,-2%,-3%,i,-20%,-15%&-22%,-11%,-11,?,31%
CC(Oc1cccc(Cl)c1)C(=O)Nc1ccccc1C(=O)N1CCCCC1 (stereo not given),-4%,-2%,i,-19%,?,-8%,-7,0%,8%
CCc1c(C)sc2c1CCN(C(=O)Nc1ccccc1C(=O)OC)C2c1ccc(OC)cc1 (stereo not given),.,.,i,5%,0%,.,.,-10%,.
COC(=O)/C(C#N)=C/c1c(N2CCCCCC2)nc2c(C)cccn2c1=O,-5%,-2%,?,4%,1%,-11%,0,-4%,-4%

# Fetched by compound from the entries so far (five):
SMILES,HT1080 IDH1KD tx,HT1080-NT tox,ATXN viability,ATXN2 expr inh,KB-V1 MDR tox,SW480 rereplic,IL-1B inflam inh,KB-3-1 cytotox,MCF10A rerep
CCCNC(=S)N(Cc1ccccc1)Cc1nc2ccccc2c(=O)[nH]1,0%,-2%,i,7%,5.2µM*,-106%[inhibitor],-4,?,-3%
CCOC(=O)NS(=O)(=O)c1ccc(CCNC(=O)c2cc(C)on2)cc1,9%,1%,i,7%,-1%,-2%,31,-3%,-4%
O=C(C1CCN(S(=O)(=O)c2ccc(Br)s2)CC1)N1CCCCC1,-9%,-11%,i,-26%,-27%,-9%,-6,-15%,10%
CCN(CC)c1ncnc2c1ncn2[C@H]1CN(Cc2cccnc2)C[C@@H](CO)O1,2%,?,i,1%,3%,.,-57*,0%,.
CC(OC(=O)CNC(=O)c1ccco1)C(=O)Nc1ccc(Cl)cn1 (stereo not given),6%,5%,i,0%,-2%,-3%,12,-1%,2%

# Assay outcomes (PubChem BioAssay)

# No enrichment for hits; any-hit rate near 11%.
